# Source: PubChem
# Eya2 inh – Eya2 (human) phosphatase inhibition; O00167; recombinant Eya2, OMFP fluorescence dephosphorylation (OMFP is methylfluorescein phosphate); Potency, µM (top dose mostly 76.9 µM), inactives show at the top dose activity, negative = inhibition, most hits filed as inhibitors; 330,000 tested, 0.006% active; AID 488837; also: potency is read from the fitted curve at half-maximal effect; % is scaled to controls: 0 for no effect and ±100 for the full control effect
#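 Eya2 protein (added as 0.2 uM solution) was preincubated with compound for 10 min at ambient temperature in 50 mM HEPES pH 7.5, 50 mM NaCl, 5 uM MgCl2, 0.05% BSA, 1 mM DTT. OMFP (added at 50 uM) then reacted 10 min; fluorescence read at 485/525 nm.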
# S-ASM inh – inhibitors of human secretory acid sphingomyelinase | P17405 | placental ASM, HMU-PC fluorogenic substrate, 60 min | Potency, µM (highest dose often 57.5 µM), for the others: at the top dose activity change, negative = inhibition, actives largely listed as inhibitors | 340,000 tested, 0.006% active; also: potency is read from the fitted curve at half-maximal effect
# Target sequence (P17405 47-631 limits assumed): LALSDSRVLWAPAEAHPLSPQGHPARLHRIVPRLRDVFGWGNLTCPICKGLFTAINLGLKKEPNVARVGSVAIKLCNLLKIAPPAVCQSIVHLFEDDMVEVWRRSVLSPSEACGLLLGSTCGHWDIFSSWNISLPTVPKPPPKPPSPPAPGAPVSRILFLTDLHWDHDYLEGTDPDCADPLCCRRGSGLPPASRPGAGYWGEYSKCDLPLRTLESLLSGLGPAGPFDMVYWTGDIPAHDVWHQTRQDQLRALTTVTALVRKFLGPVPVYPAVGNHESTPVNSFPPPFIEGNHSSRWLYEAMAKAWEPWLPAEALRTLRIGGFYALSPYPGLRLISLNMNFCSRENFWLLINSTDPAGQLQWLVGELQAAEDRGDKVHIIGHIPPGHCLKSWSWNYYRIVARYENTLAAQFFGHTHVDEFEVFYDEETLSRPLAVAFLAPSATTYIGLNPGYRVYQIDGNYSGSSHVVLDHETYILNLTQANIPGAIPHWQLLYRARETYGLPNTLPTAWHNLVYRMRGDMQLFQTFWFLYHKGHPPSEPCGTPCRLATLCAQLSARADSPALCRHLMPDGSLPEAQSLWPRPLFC
#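 Fluorescence read-out (Ex 386 nm, Em 447 nm) after stopping the reaction at pH 10. Enzyme: ASM from human placenta; substrate HMU-PC0, 9 uM final; 60 min, 37 °C. Compound preincubation 10 min, ambient temperature.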
# ELG1 DNA repair – blocks ELG1-dependent DNA repair in HEK293T cells; HEK293T ELG1-luciferase reporter, luminescence, 16 h; DNA damage induced by 5-fluorouridine; Potency, µM (highest dose often 46.1 µM), inactives show at the top dose activity change, negative = inhibition, actives largely listed as inhibitors; 330,000 tested, 2.3% active; also: potency is read from the fitted curve at half-maximal effect; % is scaled to controls: 0 for no effect and ±100 for the full control effect; nearly all actives have a fitted effect of over 55% in size
#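 Overnight (16 hr) co-exposure of 2,000 cells/well to 5-fluorouridine and compound at 37 °C preceded detection. Luciferase was quantified via ONE-Glo luminescence; loss of signal denotes inhibition.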
# BCR signal inh – chronic active BCR signaling inhibition. Potency, µM (highest dose often 46.1 µM), for the others: top-dose ratio change, negative = lower green/red ratio, usual class: inhibitors. 340,000 tested, 0.05% active. ABC-DLBCL IkBa-CBG/CBR reporter, luminescence ratio, 4 h. AID 493014; active = well fitted inhibition curve with a large enough effect in the signal ratio, with a control signal flat, not every such curve was filed as active; inconclusive = small, poorly fitted or top-dose-only effect, or effect the other way, or a change in a side signal; the % refers to the signal ratio;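 also: potency is read from the fitted curve at half-maximal effect; plate controls were basal doxycycline-induced cells for no effect and cells given 10 µM MG132 for full effect; MG132 reads +100%, hits lower the ratio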
#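 Concentration-response series (up to 46 uM) were applied to TMD8 dual-reporter cells for 4 h at 37C with doxycycline. Green/red ratio, after filter-overlap correction, defined %Activity; red signal alone was normalised to basal cells and zero luminescence.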
# A-T KAP1 phos – potential ataxia-telangiectasia treatments restoring KAP-1 phosphorylation. 320,000 tested, 0.19% active. Potency, µM (titrated, usually from 57.5 µM), without a hit: at the top dose activation, actives largely listed as activators. AID 485349. […] A-T fibroblasts, KAP-1 phosphorylation AlphaLISA; neocarzinostatin DNA damage 30 min before lysis; also: potency is read from the fitted curve at half-maximal effect; % of control where 0% means no effect; nearly all actives have a fitted effect of over 45% in size
#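 ATM-like activity read as KAP-1 phosphorylation via AlphaLISA donor/acceptor antibody pairs after lysis and 6 hr at 25C. Cells were ATM-null patient fibroblasts ([…], hTERT), dosed 60 min, then exposed to the DSB inducer NCS for 30 min.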
# TSHR antagonist – blocks TSH signaling through the human TSH receptor; TSHR-expressing cells, TSH-stimulated cAMP HTRF, 2 h; stronger effect = lower value; activity change, negative = inhibition, % at 11.5 µM; 330,000 tested, 0.2% active;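 active = activity change below a set negative limit, meaning inhibition stronger than a set level, cut at about -70% in these data; inconclusive = activity change between two set negative limits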; also: % is scaled to controls: 0 for no effect and ±100 for the full control effect
#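 TSHR-expressing cells were treated with compounds, then stimulated with TSH at EC80 (4nM final) for 2 hours at 37 deg C. Cellular cAMP was measured by HTRF competition between lysate cAMP and cAMP-d2 for a cryptate-labelled anti-cAMP antibody.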
# TSG101-PTAP inh – blocks PTAP/TSG101 interaction to inhibit HIV-1 budding; Fluorescence polarization, FITC-PTAP peptide / Tsg101 binding; AID 493005; Potency, µM (series often up to 115 µM), inactives show top-dose activity change, negative = inhibition, most hits filed as inhibitors; Q99816; 340,000 tested, under 10 active; active = well fitted inhibition curve with a large enough effect in the main read-out, with a control signal flat, not every such curve was filed as active; inconclusive = small, poorly fitted or top-dose-only effect, or effect the other way, or a change in a side signal; inactive = no such curve, though single readings can be large or run the other way; also: potency is read from the fitted curve at half-maximal effect; % of control where 0% means no effect
#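 Fluorescence anisotropy tracks displacement of a FITC-tagged PTAP peptide (50 nM) from the Tsg101 binding domain (10 uM), following a 20 min room-temperature incubation at pH 7.5.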
# a7 integrin act – activates integrin-mediated alleviation for muscular dystrophy; alpha7betagal myoblasts, beta-gal FDG fluorescence, 48 h; Potency, µM (doses to about 38.3 µM), without a hit: at the top dose activation, hits mostly activators; 350,000 tested, 0.064% active; AID 624291;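 also: potency is read from the fitted curve at half-maximal effect; 100% = response of the positive control SU9516; nearly all actives have a fitted effect of over 60% in size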
#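 alpha7betagal+/- myoblasts (passage 13, 250/well) treated 48 h at 37C with compounds at 1:260 dilution of DMSO stock. Lysed, then beta-galactosidase activity read as FDG fluorescence (ex 480/em 540) after 30 min, with pre-read for autofluorescence.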
# TCR activator – activates T cell receptor signaling; primary human leukocytes, anti-CD3, IL-2 HTRF, 48 h; Potency, µM (highest dose often 9.22 µM), for the others: top-dose activation of IL-2 secretion, most hits filed as activators; 330,000 tested, under 10 active; also: % of control where 0% means no effect
#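 Primary human leukocytes were stimulated with a-CD3 beads plus compounds for 48 hr without co-stimulation; secreted IL-2 was quantified by HTRF using a-IL-2-K (europium cryptate) and a-IL-2-d2, excited at 320nm with acceptor emission read at 665nm.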
# Mito fusion act – mitochondrial division inhibition or fusion activation; S. cerevisiae fusion-defective mutant growth rescue, CellTiterGlo 48 h; Potency, µM (top dose mostly 46.1 µM), for inactives: top-dose growth rescue (activation), usual class: activators; 320,000 tested, 0.23% active;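 also: potency is read from the fitted curve at half-maximal effect; % of control where 0% means no effect; nearly all actives have a fitted effect of over 45% in size; temperature-sensitive fusion mutants such as fzo1-1 at 37 °C on non-fermentable ethanol glycerol medium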
#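 Luminescent cell viability in 1536-well qHTS format served as the measure of rescued growth in ts fusion-mutant S. cerevisiae cultured on non-fermentable YPEG for 48 hours at 37C.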
# Tb PFK block – blocks T. brucei phosphofructokinase; Potency, µM (doses to about 57.5 µM), without a hit: at the highest dose activity, negative = inhibition, most hits filed as inhibitors; O15648; T. brucei PFK, ADP-Glo luminescence; 330,000 tested, 0.17% active;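 also: potency is read from the fitted curve at half-maximal effect; 0% = uninhibited 1x PFK enzyme wells and -100% = no-enzyme wells; nearly all actives have a fitted effect of over 60% in size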
# Target sequence (O15648 whole entry, looked up): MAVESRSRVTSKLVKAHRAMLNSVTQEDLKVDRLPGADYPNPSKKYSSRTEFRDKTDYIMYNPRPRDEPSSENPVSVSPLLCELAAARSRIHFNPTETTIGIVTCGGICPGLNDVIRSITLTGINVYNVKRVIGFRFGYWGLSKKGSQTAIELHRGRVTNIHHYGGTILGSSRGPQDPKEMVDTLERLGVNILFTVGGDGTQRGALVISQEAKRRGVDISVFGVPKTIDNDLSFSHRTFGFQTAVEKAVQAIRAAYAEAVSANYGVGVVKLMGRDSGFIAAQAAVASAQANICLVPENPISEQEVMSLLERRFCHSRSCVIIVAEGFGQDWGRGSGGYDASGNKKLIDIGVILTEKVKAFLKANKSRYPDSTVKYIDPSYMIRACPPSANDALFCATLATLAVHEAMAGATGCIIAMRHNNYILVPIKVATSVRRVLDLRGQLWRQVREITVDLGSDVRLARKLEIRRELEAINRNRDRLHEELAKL
#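 PFK 1.25 nM, F6P 0.5 mM, ATP 0.1 mM, 0.1 M TEA pH 8.0, 5 mM MgCl2, 0.01% Tween20, 0.1% BSA; 45 min RT. ADP-Glo readout. qHTS titration up to 57 uM; curves fitted, compounds curve-classed.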
# The depositor's hits bear a star; u = inconclusive; x = not tested or not shown; & = joins results of further samples; [ ] = dose if it differs, or a comment. Unless noted, calls follow the shape of the dose curve; as a rule, active = well fitted curve in the direction sought with a large enough effect; inconclusive = small, poorly fitted or top-dose-only effect, or another doubt; inactive = no such curve, though single readings can be large; an effect the other way counts as inactive or inconclusive.
SMILES,Eya2 inh,S-ASM inh,ELG1 DNA repair,BCR signal inh,A-T KAP1 phos,TSHR antagonist,TSG101-PTAP inh,a7 integrin act,TCR activator,Mito fusion act,Tb PFK block
CCC(=O)N1c2ccc(S(=O)(=O)N3CCCCC3)cc2CC1C (centres undefined),0.1%,1.9%,u,0.1%,-13.9%,7.8,-0.8%,22.9%,-3.3%,1.2%,-14.3%
Cc1ccc(S(=O)(=O)N2CCN(CC(=O)NC3CCCc4ccccc43)CC2)cc1C (centres undefined),-1.7%,-1.6%&-1.6%,u,u,-0.1%,-3.6,-6.1%&-7.7%,21.1%,5.3%&0.4%,25.8%,-2.1%
CC1CC(C)(C)CC2(C1)NC(=O)N(CC(=O)N1CCN(Cc3ccc(C#N)cc3)CC1)C2=O (centres undefined),22.1%,x,-5.6%,u,-2.0%,-23.9,0.4%,-24.8%,5.2%,-3.1%,4.6%
CCOc1ccccc1N1CCN(C(=O)NCc2ccc(F)cc2)CC1,0.9%,7.6%,5.7%,16.2%,2.4%,6.3,2.1%,14.2%,-7.7%,7.3%,2.1%
O=C(Nc1ccccc1)OC1CCCCc2cccnc21 (centres undefined),-2.2%,-0.6%,-8.8%,u,7.0%,0.5,-2.5%,10.0%,2.6%,-1.3%,-5.2%
COc1ccc(N(C(=O)c2cccnc2)S(=O)(=O)c2ccc(OC)c(OC)c2)cc1,-0.1%,2.8%,1.0%,-8.7%,13.2%,-9.0,-5.0%,8.9%,2.3%,3.0%,-0.7%
COCc1ccc(C(=O)N2CCN(CC(=O)N3CCCC3)CC2)cc1,-2.2%,3.1%,19.7%,3.5%,-2.1%,0.5,-3.9%,18.2%,-9.1%,-9.2%,6.8%
CN(C)c1nc(-c2cccnc2)nc(-c2ccccc2)c1C#N,8.6%,3.5%,-2.3%,-0.8%,0.0%,-10.9,0.6%,-7.0%,-2.1%,1.2%,-2.8%
CCOC(=O)c1ccc(NC(=O)CSC2=NN3CCCC(=O)N=C3S2)cc1,2.0%,1.6%,-29.5%,-0.5%,-5.0%,0.3,-7.4%,-38.6%,7.0%,-6.6%,0.8%
Cc1ccc(NC(=O)c2cc(=O)c3ccccc3o2)cc1S(=O)(=O)N1CCOCC1,-6.4%,-7.2%,23.1µM*,-27.4%,10.0%,-13.0,-2.9%,-5.9%,5.4%,2.3%,8.3%
CCOC(=O)N1CCC(NC(=O)CSCc2nc(-c3ccccc3Cl)oc2C)CC1,-7.8%,4.9%,u,-9.2%,-2.4%,-5.8,-7.7%,-19.1%,-2.0%,4.0%,1.2%
Cc1ccc(-c2nnc(Nc3ccc(C(=O)N(C)C)cc3)c3ccccc23)cc1S(=O)(=O)NCC1CCCO1 (centres undefined),-1.8%,16.6%,20.6µM*,-21.0%,3.0%,-1.8,-0.8%,-22.5%,-0.5%[46.1 µM],-3.1%,-1.8%
CCCc1cc(=O)[nH]c(SCC(=O)NCCN2C(=O)CSC2=O)n1,4.6%,3.1%,26.7%,-6.1%,8.7%,-4.8,0.5%,-10.6%,-7.8%,x,0.0%
O=C(Cc1cccs1)N1CCC(c2nc3c(nnn3Cc3ccc(F)cc3)c(=O)[nH]2)CC1,5.7%,-10.6%,u,0.4%,-8.1%,-5.9,-7.8%,0.0%,3.6%,0.1%,1.6%
Cc1ccc(CS(=O)Cc2ccc(C(=O)NCc3ccc(OC(C)C)cc3)o2)cc1 (centres undefined),-6.4%,2.4%,7.3µM*,7.4%,16.7%,0.0,-1.8%,-62.3%[inhibitor],-4.2%,10.5%,0.4%
Cn1ncc(Br)c1C(=O)Nc1ccc(Cl)cn1,11.6%,1.0%,12.7%,17.7%,-0.3%,8.5,-2.8%,23.6%,1.8%,-3.9%,-0.6%
COC(=O)c1ccc(-c2noc(CN(Cc3nccn3C)C(C)C)n2)cc1,5.4%,0.5%,-4.0%,-7.5%,-1.3%,107.4,-1.8%,-22.7%,-0.3%,-18.1%,-0.5%
CCOc1ccc2[nH]c3c(NCCOC)ncnc3c2c1,11.6%,11.4%,u,u,-2.2%,-5.5,0.1%,0.0%,4.5%,3.2%,-1.0%
COc1ccc(/C=N/NC(=O)c2ccc3ccccc3c2)cc1OS(=O)(=O)c1ccc(NC(C)=O)cc1,5.8%,-15.1%,u,u,-7.2%,-11.9,-5.3%,-24.9%,2.8%,-1.7%,4.4%
FC(F)(F)c1nnc2ccc(N3CCN(c4ccccc4)CC3)nn12,8.8%,5.4%,u,6.8%,7.8%,-14.2,-5.2%,0.0%,4.1%,4.4%,-1.3%
Cc1noc(C)c1CN1C(=O)NC2(CCCCCCC2)C1=O,15.2%,-1.7%,-5.3%,u,4.8%,-15.7,-1.6%,-5.2%,-2.0%,-0.4%,1.2%
CNC(=O)CSc1cn(CC(=O)N(C(C)C)C(C)C)c2ccccc12,9.2%,-0.4%,0.0%,u,7.3%,18.5,0.4%,-1.9%,x,-5.2%,-3.2%
CCN(CC)CCCNC(=S)N(Cc1cccnc1)Cc1cc2cccc(C)c2[nH]c1=O,3.3%,2.4%,10.3%,-7.8%,3.4%,2.4,-6.1%,-13.0%,-3.3%,0.4%,0.5%
Cn1nc(C(=O)Nc2ccc(S(=O)(=O)Nc3ncccn3)cc2)ccc1=O,-0.6%,-1.5%,8.1%,8.4%,9.1%,-0.5,-5.5%,3.6%,-6.0%,-3.4%,-16.3%
O=C(NCCN1C(=O)CSC1=O)c1ccccc1,-5.3%,3.9%,10.4%,0.9%,-3.6%,1.5,-2.4%,17.0%,5.6%,-0.7%,-1.8%
COc1ccccc1CNS(=O)(=O)c1cc(C)ccc1OC,-31.8%,2.1%,2.3%,3.9%,-2.6%,-9.2,-5.3%,-6.1%,-5.0%,3.6%,0.2%
CCOc1cc(C)c(Cl)cc1S(=O)(=O)n1ccnc1,0.7%,5.5%,-2.0%,-10.5%,2.3%,1.0,-2.5%,7.6%,2.7%,2.3%,-2.7%
Cn1cccc1/C=C1\CC(C(C)(C)C)C/C(=C\c2cccn2C)C1=O (centres undefined),0.7%,u,u,-3.0%,-6.3%,-13.0,u,3.8%,2.4%,11.5%,0.7%
Cc1ccc(-n2nnnc2SCC(=O)N2CCc3ccccc3C2)c(C)c1,-21.3%,2.4%,-10.1%,-0.4%,12.1%,-12.7,x,7.5%,x,1.7%,0.6%
O=C(O)COc1ccc(-c2nnn(CC(=O)O)n2)cc1,x,3.8%,x,x,x,x,-7.8%,4.1%,5.8%,3.9%,x
CCCNc1cc(=O)n(C)c(=O)n1C,-3.0%,-2.8%,u,-2.0%,-5.7%,-3.4,-3.1%,-15.1%,-3.0%,-2.1%,-0.8%
Cc1cc2cc(CNC(=O)c3cccs3)ccc2n1C,7.8%,-1.2%,u,u,4.5%,-15.1,-5.7%,-33.6%,-7.3%,x,-0.8%
C/C(CC(=O)NC1CCCC1)=N\NC(=O)Cc1cccs1,9.4%,-1.0%,4.8%,-1.1%,-1.0%,0.9,-6.3%,2.4%,-0.9%,-0.6%,-0.1%
CCNc1nc(NCC)n2c(SCC(=O)Nc3ccc(F)cc3[N+](=O)[O-])nnc2n1,-4.4%,-0.5%,3.8%,4.8%,-2.5%,-2.0,1.2%,17.4%,6.4%,0.8%,-1.3%
